TIM10 inh: inhibits growth of TIM10 yeast strain | S. cerevisiae TIM10 strain growth, BacTiter-Glo luminescence, 24 h | inhibition, % at 10 µM | 330,000 compounds, 1.4% hits;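 active means inhibition of 40% or more at the single tested concentration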;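 further: wild-type TIM10 isogenic control strain grown at permissive 25 °C; 0% = DMSO yeast wells and 100% = minimal medium wells without yeast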
UPR XBP1 act: activators of adaptive arm of unfolded protein response (XBP1). CHO-XBP1 luciferase reporter, IRE1-XBP1 UPR activation, luminescence; percent of tunicamycin response, DMSO as zero. activation, % at 20 µM. 330,000 compounds, 0.33% hits. AID 463104;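 active means versus positive control, 20 µM dose yields 30% or more activation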;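 further: 100% = tunicamycin at 10 µg/mL and 0% = DMSO only wells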
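Material – CHO cell line with stable XBP1 luciferase reporter · Buffer or medium – F12 plus 10% FBS · Compound – single point, 20 µM final compound, 1% DMSO · Schedule – 16-18 h cell attachment at 37 °C, then 6 h compound exposure · Signal – Steady-Glo luminescence read · Benchmarks – high control tunicamycin 10 µg/mL final, low control DMSO vehicle only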
CHOP UPR activ: activators of apoptotic arm of unfolded protein response (CHOP); activation, % at 10 µM; CHO-CHOP luciferase reporter, UPR activation, luminescence; percent of tunicamycin response over DMSO baseline; 330,000 compounds, 0.34% hits;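 active means at 10 µM dose, activation of 40% or more, normalized to positive control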;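 further: 100% = tunicamycin at 10 µg/mL and 0% = DMSO alone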
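Material: CHO-CHOP cells, stable luciferase reporter of PERK-eIF2a-CHOP signalling; quantity: 500 reporter cells seeded per well; buffer or medium: F12 medium containing 10% fetal bovine serum; compound: one dose, 10 µM in 0.5% DMSO; incubation: 6 h compound treatment, 37 °C; measured by: Steady-Glo luciferase luminescence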
tim23-1 inh: tim23-1 yeast growth inhibition; S. cerevisiae tim23-1 growth, BacTiter-Glo luminescence, 24 h; 330,000 compounds, 1.3% hits; inhibition, % at 20 µM; AID 463212;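 active means growth inhibition of the mutant yeast at or above 50%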;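 further: temperature-sensitive mutant grown at 25 °C; plate controls were DMSO-treated mutant yeast for no effect and medium wells lacking yeast for full effect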
APJ ag: APJ receptor agonism | CHO-K1 APJ PathHunter beta-arrestin, luminescence; 0% DMSO wells, 100% apelin | 330,000 compounds, 0.11% hits | activation, % at 20 µM | P35414;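 active means activation more than six SD over the plate average, tested at 20 µM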;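 further: 0% = DMSO alone and 100% = apelin-13 at 10 nM; some results filed as inactive read as strong as hits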
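Material: CHO-K1 APJ beta-arrestin complementation cell line; Input: cell density 1000 per well; Incubation: compound stimulation 90 min at 25 °C, detection 60 min; Signal: luminescence from split beta-galactosidase complementation, Galacton Star/Emerald II substrate; Controls: DMSO-only wells as negative, 10 nM Apelin-13 as positive control.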
tim10-1 inh: growth inhibitors of tim10-1 mutant yeast. inhibition, % at 20 µM. 330,000 compounds, 2.2% hits. AID 463190. S. cerevisiae tim10-1 ts strain growth, BacTiter-Glo, 24 h;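 active means inhibition of at least 40%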;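 further: mutant grown at 25 °C; 0% = DMSO wells with yeast and 100% = wells holding no yeast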
Mdm2-MdmX inh: inhibitors of human Mdm2/MdmX interaction; SaOS-2 split-luciferase Mdm2/MdmX complementation, luminescence; inhibition, % at 8 µM; 330,000 compounds, 3% hits;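 active means inhibition of at least 50% at 8 µM in the primary screen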
Target sequence (O15151 whole entry, looked up): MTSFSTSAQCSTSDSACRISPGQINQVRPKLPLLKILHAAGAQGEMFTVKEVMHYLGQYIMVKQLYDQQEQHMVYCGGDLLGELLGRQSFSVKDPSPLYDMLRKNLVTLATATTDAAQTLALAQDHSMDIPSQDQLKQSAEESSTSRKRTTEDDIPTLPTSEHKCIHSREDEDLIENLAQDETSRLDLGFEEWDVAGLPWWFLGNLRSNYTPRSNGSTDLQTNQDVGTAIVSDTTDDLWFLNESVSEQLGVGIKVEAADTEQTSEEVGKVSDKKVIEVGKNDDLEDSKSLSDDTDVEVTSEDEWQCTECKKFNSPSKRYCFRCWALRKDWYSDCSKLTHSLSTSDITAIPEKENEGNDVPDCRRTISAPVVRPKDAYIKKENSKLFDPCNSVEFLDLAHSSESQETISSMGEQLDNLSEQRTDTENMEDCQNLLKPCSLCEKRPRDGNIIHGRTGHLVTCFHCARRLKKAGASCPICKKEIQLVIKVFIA
Target sequence (Q00987 whole entry, looked up): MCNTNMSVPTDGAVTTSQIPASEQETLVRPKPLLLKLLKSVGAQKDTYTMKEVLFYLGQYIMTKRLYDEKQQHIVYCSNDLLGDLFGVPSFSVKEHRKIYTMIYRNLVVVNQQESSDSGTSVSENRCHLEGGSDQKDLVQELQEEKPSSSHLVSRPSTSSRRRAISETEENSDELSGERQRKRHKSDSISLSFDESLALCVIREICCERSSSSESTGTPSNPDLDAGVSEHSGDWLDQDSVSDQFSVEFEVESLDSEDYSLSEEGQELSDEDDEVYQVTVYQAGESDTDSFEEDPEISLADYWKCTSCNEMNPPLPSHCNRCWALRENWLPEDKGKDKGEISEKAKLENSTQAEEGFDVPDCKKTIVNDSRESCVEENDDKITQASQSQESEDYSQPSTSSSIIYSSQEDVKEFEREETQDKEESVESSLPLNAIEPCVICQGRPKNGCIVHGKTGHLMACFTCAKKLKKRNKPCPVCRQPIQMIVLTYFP
GRIN3A LBD mod: NR3A (human) ligand-binding domain modulation | NR3A LBD differential scanning fluorimetry, Tm shift; 0% = protein alone, 100% = glycine-bound protein | Tm shift relative to glycine control, % at 25 µM | 340,000 compounds, 2.5% hits;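 active means melting temperature shift of at least 10% of the positive control shift, at one fixed dose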
NALP3 yeast inh: inhibitors of NALP3 inflammasome in yeast | Yeast reconstituted NLRP3/ASC/caspase-1, beta-gal luminescence, 24 h | inhibition, % at 10 µM | 330,000 compounds, 0.39% hits;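 active means inhibition of 50% or more; inactive means inhibition below 50%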;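 further: plate controls were induced DMSO wells for no effect and uninduced yeast grown without galactose for full effect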
* hit, by the source's call; nt = no result given.

entry	smiles	TIM10 inh	UPR XBP1 act	CHOP UPR activ	tim23-1 inh	APJ ag	tim10-1 inh	Mdm2-MdmX inh	GRIN3A LBD mod	NALP3 yeast inh
1	Cc1c(Cl)cccc1NC(=O)CNC(=O)C1CCN(C(=O)Nc2ccccc2)CC1	7	-3	-0.7	-3	-3	3	-5	1	19
2	Cn1c(N)c(C(=O)COC(=O)CNC(=O)c2ccccc2)c(=O)n(C)c1=O	-1	-4	0.0	13	-3	12	18	0	5
3	O=C(Cn1ccc([N+](=O)[O-])n1)NCc1cccs1	15	-1	-1.7	31	1	19	-8	-5	-7
4	CCC(Oc1ccccc1)C(=O)Nc1ccc(S(=O)(=O)N2CCOCC2)cc1 (stereo unspecified)	13	-4	-2.1	31	-3	18	24	1	6
5	Cc1nn(CCO)c(C)c1Oc1ccccc1O	2	-4	1.3	3	-4	-5	18	1	-5
6	Cc1ccccc1NC(=O)/C(C#N)=C/c1ccc[nH]1	-1	-2	5.7	10	-4	5	-18	2	11
7	CCN1CCN(S(=O)(=O)c2ccc(C)c([N+](=O)[O-])c2)CC1	-26	-2	-3.4	-12	-2	-16	20	3	9
8	CN(Cc1ccco1)C(=O)Cn1nc(-c2ccc(Cl)cc2)ccc1=O	-7	-3	-0.6	7	-1	-2	1	2	12
9	Cc1cc(NC(=O)Nc2ccccc2Cl)no1	-2	1	8.5	20	-3	1	-9	-2	43
10	CCC(CC)NC(=O)CON=C1c2ccccc2-c2ccccc21	14	-2	0.4	9	-2	26	15	3	15
11	O=c1cc(-c2ccc(Cl)c(Cl)c2)[nH][nH]1	7	-4	-1.8	18	-1	13	-2	-3	13
12	CCN(Cc1ccccc1)C(=O)CSc1ccccc1C(=O)O	10	-3	-0.1	13	-1	-3	16	2	2
13	O=C(Nc1nnc(SCc2ccccc2F)s1)c1ccco1	29	0	-2.2	20	-3	17	-3	1	1
14	CCOc1ccc(OCCCCNCCN)cc1	-11	-1	0.6	-3	0	9	1	nt	7
15	Cc1ccc(-c2cc(C(=O)NCCc3ccc(S(N)(=O)=O)cc3)c3ccccc3n2)cc1	3	-4	1.3	21	1	16	13	-4	3
16	CCOC(=O)N1CCN(C(=O)c2cccc(S(=O)(=O)Nc3ccccc3Cl)c2)CC1	14	-4	0.8	17	-3	12	14	1	-4
17	CCOc1ccc(NC(=S)NC(=O)/C=C/c2ccco2)cc1	-10	2	4.6	27	-4	-8	38	-1	34
18	C=CCSc1cc(C)nc2c(-c3ccccc3)c(C)nn12	18	8	2.0	38	-1	28	26	-1	21
19	Cc1ccc(-c2noc(CCC(=O)NC3CCCC3)n2)cc1	15	1	1.8	8	-1	1	13	-1	25
20	O=C(N/N=C\c1ccc(CNS(=O)(=O)c2ccccc2)o1)C(=O)Nc1ccc(F)cc1	5	2	2.8	7	0	5	-7	-6	-1

entry	smiles	TIM10 inh	UPR XBP1 act	CHOP UPR activ	tim23-1 inh	APJ ag	tim10-1 inh	Mdm2-MdmX inh	GRIN3A LBD mod	NALP3 yeast inh
21	O=C(NCCOc1ccccc1)C1CCC(=O)N(CCc2ccccn2)C1 (stereo unspecified)	-5	2	0.9	9	0	3	9	1	2
22	CC(/C=N/NC(=O)c1ccc2nc(C)[nH]c2c1)=C\c1ccccc1	2	-1	2.1	12	0	14	1	-4	19
23	CSCC[C@H](NC(=O)c1ccc(Cl)c([N+](=O)[O-])c1)c1nc2ccccc2[nH]1	-9	0	6.4	-7	-1	3	12	-11	8
24	COC(=O)c1ccc(NS(=O)(=O)c2cc(C)ccc2OC)cc1	14	-4	0.6	5	-3	7	28	0	15
25	CCOc1ccc(NC(=O)CN(C)C(=O)c2c(C)nn(-c3ccccc3)c2Cl)cc1OCC	-1	-5	-1.8	7	10	0	-8	2	9
26	Cc1ccccc1C(=O)NC1CCN(CC(=O)NCc2cccs2)CC1	1	-2	1.9	9	-4	-6	1	-1	13
27	COc1ccccc1C(=O)NCC(=O)OCC(=O)N(CC(C)C)c1c(N)n(Cc2ccccc2)c(=O)[nH]c1=O	9	-5	1.0	6	-9	7	-2	-2	5
28	CN(C)/C=C1\SC(=S)N(c2ccc(F)cc2)C1=O	6	-3	0.5	5	3	8	-24	0	19
29	COc1ccc(S(=O)(=O)N2CCC(C(=O)NCCCN3CCOCC3)CC2)cc1	-7	0	1.1	-6	-3	1	12	4	4
30	Cc1cc2oc(=O)c(CC(=O)NCCCO)c(C)c2c2occ(C(C)(C)C)c12	16	5	1.7	18	0	13	23	-3	4
31	Cc1cc(C)nc(-n2nc(C)c3c(C(=O)O)cc(-c4cccc(Br)c4)nc32)n1	-21	-1	0.2	8	1	7	-20	1	-10
32	CCOC(=O)c1ccc(NC(=O)CC2Sc3ncnn3C2=O)cc1 (stereo unspecified)	75*	-1	2.7	25	16	61*	-5	3	34
33	COc1cc2c(cc1OC)CN(CC(=O)Nc1ccccc1C(=O)NC1CC1)CC2	-3	0	0.2	-7	-5	-1	3	3	27
34	COc1ccc(-c2cc(-c3n[nH]c(=S)n3-c3ccccc3Cl)[nH]n2)cc1	-4	1	-1.3	16	-4	26	4	5	22
35	COc1cc(C2CC(c3ccccc3)=NN2c2ccccc2)ccc1OCC(=O)O (stereo unspecified)	-9	-3	-1.1	10	0	9	8	6	13
36	CC1(c2ccccc2Cl)NC(=O)N(CC(=O)N2CCc3ccccc32)C1=O (stereo unspecified)	8	-1	-0.8	15	-1	13	-6	-1	-2
37	CC(C)n1cc(CN2CCCC(C(=O)Nc3cccc(-c4cc5ccccc5[nH]4)c3)C2)cn1 (stereo unspecified)	13	5	5.1	1	5	30	78*	-5	11
38	c1csc(C2Nc3cccc4cccc(c34)N2)c1	48*	1	0.4	40	7	53*	21	0	11
39	COc1cc(OC)cc(-c2c(-c3cccs3)c3cc(-c4ccc(C(N)=O)cc4)ccc3n2C)c1	3	9	2.5	5	3	1	86*	-3	21
40	CCOC(=O)C1CCN(c2nc3ccccc3nc2C(C#N)C(=O)OC(C)C)CC1 (stereo unspecified)	20	0	-0.3	14	5	13	-6	0	8

entry	smiles	TIM10 inh	UPR XBP1 act	CHOP UPR activ	tim23-1 inh	APJ ag	tim10-1 inh	Mdm2-MdmX inh	GRIN3A LBD mod	NALP3 yeast inh
41	COC(=O)c1[nH]c2c(c1C)C(=O)CC(c1ccc(C)cc1)C2 (stereo unspecified)	-3	-3	0.7	24	0	8	21	0	13
42	COc1cc(OC)c(S(=O)(=O)Nc2ccccc2N2CCOCC2)cc1NC(C)=O	11	2	1.6	9	-1	0	11	-2	21
43	Cc1cc(OCC(O)CN2CCN(c3ccccn3)CC2)cc(C)c1Cl (stereo unspecified)	10	-8	-1.0	14	1	-21	0	4	46
44	COC(C(=O)N1CCC(CCC(=O)Nc2ccccc2)CC1)c1ccccc1 (stereo unspecified)	9	0	4.2	11	6	6	-30	-1	-5
45	Cc1ccccc1/C=N/Nc1nc2ccccc2[nH]1	17	0	4.7	36	-2	31	-1	-6	19
46	COc1ccc(NC(=O)c2cccnc2N2CCOCC2)cc1	-2	4	0.4	14	0	0	-15	-4	9
47	COc1ccc2nc(SCC(=O)Nc3ccc(S(=O)(=O)Nc4onc(C)c4C)cc3)[nH]c2c1	3	-2	0.0	5	-3	-9	25	-6	-2
48	O=C(CSc1ccccc1)Nc1ccc(-c2nc3ccccc3[nH]2)cc1	-5	10	3.2	-28	4	-31	-8	33*	-6
49	Cc1cccc(NC(=O)Cn2c([N+](=O)[O-])cnc2C)c1C	-7	1	-1.4	10	4	8	28	nt	11
50	COC(=O)c1sccc1NC(=O)CSc1ccccc1NS(=O)(=O)c1ccc(F)cc1	3	0	-3.0	28	-4	24	6	-4	8
51	CSCCC(NC(=O)OC(C)(C)C)C(=O)NC(CC(C)C)C(N)=O (stereo unspecified)	2	0	-2.2	11	-3	19	9	1	6
52	FC(F)(F)C1=CC(c2ccc(Br)cc2)=NCCN1	5	-4	-0.3	-4	-3	12	19	-3	11
53	CCN(CC)S(=O)(=O)c1cccc(C(=O)NC(C(=O)NCCc2ccccn2)C(C)C)c1 (stereo unspecified)	-3	-3	1.8	7	-6	5	22	0	8
54	O=S1(=O)C=C(N2CCOCC2)c2ccccc21	6	-1	-1.1	8	0	18	18	0	-12
55	CCc1ccc(/C=N/NC(=S)NCCc2ccccc2)cc1	6	-5	0.3	-33	-5	28	13	0	5
56	O=C(COc1cccnc1[N+](=O)[O-])N1CCN(S(=O)(=O)c2ccccc2)CC1	3	-4	-0.7	-12	-4	-7	18	-6	19
57	O=C(c1ccc2oc(CCCc3ccccc3)nc2c1)N1CCCC1	-5	0	3.8	8	-4	10	-109	-1	16
58	COC(=O)CCC(=O)Nc1ccc(OC)cc1	1	-1	-0.7	-3	1	-13	3	-1	15
59	CCN(CC(=O)Nc1ccc2c(c1)OCCO2)C(=O)c1ccc(C)c(S(=O)(=O)N2CCOCC2)c1	12	-2	1.5	13	7	0	5	0	18
60	CC(Oc1ccc2ccccc2c1)C(=O)NNC(=O)Nc1ccccc1 (stereo unspecified)	9	0	0.9	5	4	13	13	2	8

Arranged by molar mass (falling): part of the list above.
entry	smiles	TIM10 inh	UPR XBP1 act	CHOP UPR activ	tim23-1 inh	APJ ag	tim10-1 inh	Mdm2-MdmX inh	GRIN3A LBD mod	NALP3 yeast inh
53	CCN(CC)S(=O)(=O)c1cccc(C(=O)NC(C(=O)NCCc2ccccn2)C(C)C)c1 (stereo unspecified)	-3	-3	1.8	7	-6	5	22	0	8
41	COC(=O)c1[nH]c2c(c1C)C(=O)CC(c1ccc(C)cc1)C2 (stereo unspecified)	-3	-3	0.7	24	0	8	21	0	13
49	Cc1cccc(NC(=O)Cn2c([N+](=O)[O-])cnc2C)c1C	-7	1	-1.4	10	4	8	28	nt	11

Going on with the list:
entry	smiles	TIM10 inh	UPR XBP1 act	CHOP UPR activ	tim23-1 inh	APJ ag	tim10-1 inh	Mdm2-MdmX inh	GRIN3A LBD mod	NALP3 yeast inh
61	CCOC(=O)N1CCN(C(=O)C(CC(C)C)NS(=O)(=O)c2ccc3c(c2)oc(=O)n3C)CC1 (stereo unspecified)	4	-2	1.8	-6	-1	-12	-1	0	3
62	CCCCCc1nnc(NC(=O)CS(=O)(=O)Cc2ccccc2)s1	10	0	-2.8	1	-2	3	27	3	-4
63	COc1ccccc1-c1noc(-c2ccccc2C(=O)Nc2cccnc2)n1	-18	-1	0.1	8	3	24	-35	1	6
64	Cc1ccc(NS(=O)(=O)c2cccc(C(=O)NNC(=O)c3ccco3)c2)c(C)c1	-3	0	1.2	-3	0	7	-11	-3	11
65	CC(C)(C)c1ccc(C(=O)CCC(=O)OCC(=O)NCCc2ccc(S(N)(=O)=O)cc2)cc1	12	0	-0.2	6	3	8	9	0	-20
66	CC(=O)C[C@H](O)CC(=O)[C@H]1OC(=O)[C@H](C)CCCCc2ccccc21	8	-1	-0.8	10	2	15	14	1	11
67	CS(=O)(=O)N(CC(=O)Nc1ccc(F)c(F)c1)c1cccc([N+](=O)[O-])c1	0	-1	0.0	-2	-3	6	17	-9	6
68	Nc1nncn1C(=O)c1cccs1	3	-1	0.2	16	3	9	20	2	15
69	OC(CN1CCCCC1)Cn1c(C(F)(F)F)nc2ccccc21 (stereo unspecified)	7	-8	-0.7	1	1	13	-4	0	16

Source: PubChem BioAssay
